PERK inh = human PERK inhibition, primary cell-based screen | CHO PERK-DD fusion, SEAP luminescence translation reporter | inhibition, % at 5.6 µM | Q9NZJ5 | 220,000 tested, 0.17% active;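 active = inhibition above the mean inhibition of all tested compounds plus 3 SD, set separately per screening campaign, cut at about 2.9% in these data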;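 also: PERK kinase domain activated by AP20187 dimerizer at 100 nM; 0% = DMSO with dimerizer and 100% = rapamycin at 8.4 µM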
FXIIa inh = inhibitors of human coagulation factor XIIa; P00748; purified FXIIa, Boc-QGR-AMC fluorogenic substrate, 2 h; inhibition, % at 5 µM; 220,000 tested, 0.3% active; in the data active = inhibition above about 40%;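 also: 0% = enzyme with no compound and 100% = blank without enzyme; many of its hits are not listed in these tables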
m-calpain inh = blocks pig calpain II enzyme activity. 220,000 tested, 0.37% active. AID 1236. purified calpain II, fluorogenic peptide substrate, 30 min. inhibition, % at 16 µM;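 active = inhibition above about 50%, limit read from the data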
Cl transport mod = modulators of human KCC2 chloride dependent transport; KCC2 cells, thallium flux FluoZin-2 fluorescence; B-score of Tl+ flux slope (higher = more flux/activation; lower = inhibition) at 10 µM; 190,000 tested, 2.2% active; AID 1456;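 active = thallium flux slope and its plate-corrected score both differing from the plate sample mean at a set confidence after two filtering rounds, in either direction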;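 also: slope of fluorescence scaled to starting intensity during 10 to 20 s after thallium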
KLK5 inh = blocks human kallikrein 5 protease activity; inhibition, % at 5 µM; 210,000 tested, 0.59% active; recombinant hK5, fluorogenic AMC substrate cleavage;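 active = inhibition of 40% or more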;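 also: 0% = enzyme controls without compound and 100% = no-enzyme blanks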
Target sequence (Q9Y337 67-293 limits assumed): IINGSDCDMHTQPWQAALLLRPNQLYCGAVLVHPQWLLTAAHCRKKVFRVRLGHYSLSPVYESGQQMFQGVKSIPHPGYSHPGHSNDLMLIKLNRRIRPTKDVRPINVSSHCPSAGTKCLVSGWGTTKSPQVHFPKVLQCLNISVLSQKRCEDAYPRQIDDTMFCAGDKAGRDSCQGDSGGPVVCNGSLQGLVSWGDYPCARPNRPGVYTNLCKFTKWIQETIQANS
FXIa inh = inhibitors of human coagulation factor XIa. P03951. 220,000 tested, 0.14% active. purified FXIa, Boc-Glu-Ala-Arg-AMC fluorogenic substrate. inhibition, % at 5 µM;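 active = inhibition of at least 40%; inactive = inhibition below 40%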;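 also: fluorescence of freed AMC excited at 355 nm; 0% = enzyme without compound and 100% = no enzyme blank; many of its hits are not listed in these tables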
Rad51 HR inh = blocks human Rad51 in homologous recombination; inhibition, % at 10 µM; hRad51 DNA strand exchange, fluorescence dequenching; 200,000 tested, 0.085% active;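 active = inhibition above 40% at the single screening dose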;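 also: 0% = DMSO control wells and 100% = blanks with heterologous ssDNA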
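Material: human Rad51–ssDNA filaments; Probe or stimulus: labelled 47-mer dsDNA for strand exchange; Doses: single 10 µM dose; Incubation: 37 °C 15-min filament assembly, 30-min compound preincubation, 15-min exchange; Technique: FRET fluorescence dequenching, excitation 485 nm, emission 520 nm; Measure: Fluorescence-based percent inhibition, control- and blank-normalised; Benchmarks: plate control and blank wells.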
Furin inhibitor = inhibitors of human furin; inhibition, % at 30 µM; P09958; purified furin, fluorogenic substrate cleavage; 220,000 tested, 0.061% active; in the data active = inhibition above about 25%; also: inactives centre near -15
Target sequence (P09958 108-714 limits assumed): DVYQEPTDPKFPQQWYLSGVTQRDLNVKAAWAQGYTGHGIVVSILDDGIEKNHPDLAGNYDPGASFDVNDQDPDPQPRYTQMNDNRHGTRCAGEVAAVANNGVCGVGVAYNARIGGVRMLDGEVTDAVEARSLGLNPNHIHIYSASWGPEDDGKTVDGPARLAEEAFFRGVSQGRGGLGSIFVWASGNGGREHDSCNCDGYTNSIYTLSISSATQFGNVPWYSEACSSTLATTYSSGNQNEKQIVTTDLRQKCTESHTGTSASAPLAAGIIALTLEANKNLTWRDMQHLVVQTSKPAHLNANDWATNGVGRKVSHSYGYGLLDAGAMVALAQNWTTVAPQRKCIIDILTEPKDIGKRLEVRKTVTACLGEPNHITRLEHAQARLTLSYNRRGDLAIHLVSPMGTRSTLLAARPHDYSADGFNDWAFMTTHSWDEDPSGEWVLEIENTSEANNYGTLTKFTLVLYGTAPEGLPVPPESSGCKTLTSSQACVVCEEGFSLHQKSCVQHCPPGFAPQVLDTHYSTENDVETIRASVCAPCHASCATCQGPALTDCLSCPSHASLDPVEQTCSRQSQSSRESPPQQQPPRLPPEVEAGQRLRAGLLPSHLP
thrombin 1536 = thrombin (human) inhibition; 220,000 tested, 0.26% active; inhibition, % at 5 µM; P00734; alpha-thrombin, Boc-VPR-AMC fluorogenic substrate cleavage;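 active = inhibition at or above 40%; inactive = inhibition below 40%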;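 also: 0% = enzyme with no compound and 100% = wells without enzyme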
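System – human alpha-thrombin · Medium – pH 7.5 Tris (50 mM) with NaCl 150 mM, Tween 20 0.05% · Compound – single-point dosing at 5 µM, 0.2% DMSO · Incubation – enzyme reaction carried out at room temperature · Technique – fluorescence of released AMC, ex 355 nm, em 460 nm · Read-out basis – % inhibition of thrombin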
* = called active by the depositor; / = no result given; [ ] = remark or other dose. An excerpt; the hit share may differ from the screen's.

SMILES	PERK inh	FXIIa inh	m-calpain inh	Cl transport mod	KLK5 inh	FXIa inh	Rad51 HR inh	Furin inhibitor	thrombin 1536
CCN1CCN(Cc2ccc(NC(=O)c3ccc(C)c(NC(=O)C(=O)c4c[nH]c5ccccc45)c3)cc2C(F)(F)F)CC1	/	3.3	-54.6	-0.0491	-2.2	-2.8	-6.3	-22.5	-4.7
Cc1cc(Cl)ccc1OCC(=O)N1CCCN(C(=O)COc2ccc(Cl)cc2C)CC1	-0.2	21.7	16.6	-1.75	2.8	21.7	2.3	-11.2	-1.3
Cc1ccc(C(NC(=O)N2CCOCC2)C(Cl)(Cl)Cl)cc1F (stereo unspecified)	-0.3	4.4	-3.0	-0.0385	-6.3	9.1	-7.0	-14.6	0.8
Cc1ccc(COc2ccc(C)nc2[N+](=O)[O-])cc1	1.0	2.8	24.2	-1.68	36.2	-7.4	12.2	-20.4	-4.3
CCOC(=O)Cn1nc(C)c2ccccc2c1=O	-0.5	-3.9	15.1	0.965	7.5	-0.6	-1.9	-7.8	-5.0
CCCCNC(=O)c1onc(CSc2cccc(C)c2)c1C(=O)O	-0.1	7.4	11.0	-0.644	0.2	-6.3	-0.6	-24.1[20 µM]	-4.5
CSC(=NC(C)c1ccccc1)NS(=O)(=O)c1cccs1 (stereo unspecified)	0.4	6.2	23.3	-1.57	-3.0	1.5	0.0	-18.0	-2.3
Cc1ccc(C(=O)Oc2ccc(N3C(=O)CCC3=O)c(C)c2)cc1	-0.5	0.4	12.1	1.85	-6.5	-1.6	5.0	-22.2	-8.6
COC(=O)c1sccc1-n1cccc1C(=O)C(=O)N1CCCC1	1.6	10.7	4.6	1.23	-13.8	1.6	0.3	-10.5[20 µM]	1.6
COc1ccccc1N1C(=O)C2C(C(=O)c3ccccc3)=NN(c3ccccc3)C2C1=O (stereo unspecified)	0.5	7.2	-75.4	-1.7	0.3	-0.1	-11.5	-19.7	-3.3
O=C(NCc1cccnc1)c1ccc(-c2ccccc2[N+](=O)[O-])o1	0.6	13.7	-0.4	0.953	-12.6	7.4	2.4	-19.5	-7.1
CSc1nc(C)c(CCOC(=O)c2cccc(C)c2)c(=O)[nH]1	1.8	11.9	-5.0	/	-0.7	7.3	2.8	-22.4[20 µM]	-3.3
Cc1cccc(C)c1Nc1c(-c2ccc(N3CCOCC3)cc2)nc2ncccn12	1.0	13.5	-11.6	0.789	-1.7	8.9	/	-6.4	0.7
CCCc1cc(=O)n2[nH]c(-c3ccc(OC)cc3)nc2n1	0.6	17.7	-6.8	0.523	2.4	4.6	-0.5	-24.8[20 µM]	5.7
COc1cc(C(=O)c2ccccc2)c([N+](=O)[O-])cc1OC	-0.1	8.1	-2.5	0.0119	-1.7	-2.0	8.3	-10.2	-4.3
COc1cccc(NC(=O)COC(=O)c2ccc(F)cc2F)c1	0.5	8.0	-3.5	-0.00642	-6.6	4.3	/	-15.0	-1.0
Cc1sc2nc(C3CC3)nc(NCCNS(C)(=O)=O)c2c1C	-1.1	8.6	8.7	2.44	0.3	19.2	3.7	-23.1	5.7
Cc1cc(=O)[nH]c(Nc2cccc(C(F)(F)F)c2)n1	1.5	15.4	3.4	-2.17	-8.4	1.6	0.3	-11.7	3.8
COc1ccc(Cc2noc(CN(C)Cc3cccc(-n4cccn4)c3)n2)cc1OC	0.1	12.1	15.1	0.347	1.2	5.7	-17.2	-1.8	-8.5
Cc1c(C(=O)NCC2CCCO2)oc2ccc(S(=O)(=O)N3CCCCC3)cc12 (stereo unspecified)	0.1	2.4	14.1	-0.168	-8.6	1.8	/	-3.7	-5.6
Oc1ccc(-c2nc3cnccn3c2Nc2ccc3c(c2)OCCO3)cc1	0.6	9.1	-19.6	1.09	-6.8	0.8	/	-9.0	0.2
CNc1nnc(CSc2nc3ccccc3s2)s1	0.2	29.7	-7.2	0.0632	-6.8	19.9	-1.9	-10.9[20 µM]	1.2
CCOc1ccc(-n2c(SCc3ccc(C(=O)OC)o3)nc3c(c2=O)SCC3)cc1	-0.5	-1.5	-4.0	-0.0786	-20.6	-13.5	-6.8	-4.3	5.3
C=CCNC(=O)NC(=O)COC(=O)CCCSc1nc2ccccc2[nH]1	0.8	1.2	-58.8	/	2.0	1.5	-8.9	-3.1	-6.1
Cc1nn2c(=O)cc(COC(=O)c3ccc(S(=O)(=O)N4CCCCC4)cc3)nc2s1	1.2	13.9	-29.1	0.457	1.9	4.1	/	-20.3[20 µM]	1.2

Exported field by field: part of the list above.
mol: CCCCNC(=O)c1onc(CSc2cccc(C)c2)c1C(=O)O
  PERK inh: -0.1	FXIIa inh: 7.4	m-calpain inh: 11.0	Cl transport mod: -0.644	KLK5 inh: 0.2	FXIa inh: -6.3	Rad51 HR inh: -0.6	Furin inhibitor: -24.1[20 µM]	thrombin 1536: -4.5
mol: CSC(=NC(C)c1ccccc1)NS(=O)(=O)c1cccs1 (stereo unspecified)
  PERK inh: 0.4	FXIIa inh: 6.2	m-calpain inh: 23.3	Cl transport mod: -1.57	KLK5 inh: -3.0	FXIa inh: 1.5	Rad51 HR inh: 0.0	Furin inhibitor: -18.0	thrombin 1536: -2.3

The list goes on.
SMILES	PERK inh	FXIIa inh	m-calpain inh	Cl transport mod	KLK5 inh	FXIa inh	Rad51 HR inh	Furin inhibitor	thrombin 1536
O=C(O)c1ccc2c(c1)CCC2	-0.2	-1.5	16.8	-0.15	-6.0	-7.8	6.5	-22.8	-9.8
CC(Oc1ccc(Br)cc1)C(=O)N1CCc2ccccc21 (stereo unspecified)	0.6	11.3	3.0	-1.17	14.4	4.7	4.3	22.7[20 µM]	-4.0
CC1c2ccccc2N(NC(=O)Cc2ccccc2)C1C (stereo unspecified)	0.2	1.4	29.3	-0.257	1.6	-2.0	-9.9	-11.9	-2.5
CC1(C)CCc2cc(-c3ccnc(=S)[nH]3)ccc2O1	0.6	7.8	-1.2	/	-1.0	2.8	0.5	5.7	-2.4
Cc1[nH]c2ccc(F)cc2c1CCN(Cc1ccco1)C(=S)NC(C)(C)C	0.4	5.5	36.7	-0.862	0.6	0.2	-11.0	-7.4	-9.7
Cc1cccc(-n2cc(CN3CCN(Cc4nccn4C)CC3)c(-c3cccc(F)c3)n2)c1	1.1	12.4	-20.1	/	/	0.2	/	-28.3	2.7
CCc1nnc(NC(=O)c2ccc(-c3ccccc3Cl)o2)s1	-0.2	4.6	-66.3	-0.318	-6.5	3.8	9.4	-21.4[20 µM]	-3.9
Cc1cccc(NC(=O)CC2CCC2)c1	0.1	1.6	17.1	-0.0168	-3.2	2.1	9.4	-13.4[20 µM]	-6.2
CCc1ccc(NC(=O)CN2C(=O)C(=O)N(Cc3ccccc3)C2=O)cc1	-0.4	/	-15.8	-0.0519	-6.6	-4.8	-0.7	-20.7	-8.1
CC(=O)Oc1ccc2c(c1)cc(C)n2C	1.8	6.3	16.1	0.333	1.4	-0.5	-15.9	-11.4[20 µM]	-1.8
COc1ccc(/C=C/C(=O)CC(O)(c2ccccc2)C(F)(F)F)cc1 (stereo unspecified)	0.0	17.2	-6.4	0.0876	3.0	10.4	3.9	-14.1[20 µM]	2.0
Cc1cc2cc(CNC(=O)c3cccs3)ccc2n1C	-0.4	-4.2	15.5	-0.136	-7.1	-9.9	/	-4.8	-6.7
COc1ccccc1OCCCC(=O)NCc1ccco1	-0.4	13.9	-31.4	0.373	-16.4	-3.7	-1.4	-24.9	2.6
N#Cc1nc(COc2ccccc2)oc1N1CCOCC1	0.4	10.6	-24.2	-0.393	6.2	-18.8	/	-25.7[20 µM]	-0.7
O=C(CN1CCOCC1)Nc1ccc(Oc2ccccc2)cc1	-0.7	7.0	-5.5	1.67	3.3	-6.9	-1.6	-13.9[20 µM]	-5.5
CC1(C)CC(=O)C=C(NC2CCCCCCC2)C1	-1.2	8.3	-9.4	-1.04	-4.4	4.7	2.5	-18.3[20 µM]	-3.8
CC1CCN(CCCNC(=O)c2cc3sccc3n2C)CC1	-0.7	16.9	-4.8	0.193	7.9	3.4	-0.1	-1.9	3.5
Nc1nc(NCc2c(F)cccc2Cl)nn1-c1ccccc1	-1.2	9.6	-4.8	/	-18.1	12.8	5.4	-17.0[20 µM]	3.8
O=C(Cc1ccccc1)NNC(=O)c1ccccc1C(=O)O	0.3	6.6	-18.4	-0.661	-5.1	-1.4	18.9	-13.6	-0.1
CCOc1ccc(N(CC(=O)Nc2ccccc2C(=O)NCc2ccco2)S(C)(=O)=O)cc1	-1.7	5.2	24.1	1.06	-4.2	-18.8	3.2	-11.9[20 µM]	-6.0
COc1cc(CC(=O)Nc2sccc2C(N)=O)cc(OC)c1OC	-1.0	10.4	-62.3	/	6.9	5.5	-26.4	-6.1	3.5
Cc1ccc(O)c(C2=Nc3ccccc3C2(C)C)c1	1.1	6.8	21.0	2.12	2.6	-0.6	-4.2	-16.8	-3.5
O=C(CC1C(=O)NCCN1CC1CCCCC1)NC1(c2ccccc2)CC1 (stereo unspecified)	0.3	29.7	8.6	-0.23	/	6.4	/	-7.4	8.9
Cc1cccc(OCC(=O)N/N=C/c2cccn2C)c1	0.1	6.5	7.7	0.302	2.2	0.6	/	-18.4	-8.2
CCC(=O)Nc1cc(Cl)ccc1C(=O)O	0.5	23.2	2.7	-1.03	-8.8	18.3	-1.9	-12.7[20 µM]	-2.8
COc1ccc(OCCC(=O)OCC(=O)Nc2ccc(Br)cc2)cc1	0.7	10.8	17.8	-0.239	-11.8	3.6	3.3	-9.0	-10.7
O=C(O)CSc1cc(C(=O)c2cc(F)ccc2O)cn2c(=O)c3c(-c4ccccc4)csc3nc12	-0.2	6.5	-14.6	-0.554	0.2	2.0	/	-8.5	-5.4
CCCOc1ccc(N2C(=O)CC(SC(=NCC)NCC)C2=O)cc1 (stereo unspecified)	0.1	8.2	17.1	0.328	-3.3	3.0	/	-10.3	-2.1
Cc1cccc(OCC(=O)N/N=C2/SCC(=O)N2Cc2ccco2)c1	0.1	4.1	-19.4	/	6.3	-1.8	-4.7	-17.4	-8.5
CC(Oc1ccc(Cl)cc1Cl)C(=O)Nc1ncccn1 (stereo unspecified)	-0.1	3.6	-0.6	/	-4.0	4.2	-10.6	-21.8	-3.4
Nc1nncn1C(=O)CCCN1C(=O)c2ccccc2C1=O	-0.1	10.4	3.9	0.802	-18.5	-14.6	0.0	-2.4[20 µM]	12.4
COC(=O)c1[nH]c(=O)c2ccccc2c1O	1.2	7.3	20.4	0.867	-7.3	5.1	-4.8	-20.2[20 µM]	-0.8
COc1cc(-c2cccs2)cc(=O)c2c(C)oc(C)c12	0.2	-2.0	-29.8	-0.471	-22.0	-1.9	-14.2	-15.2	-0.9
CC(=O)c1ccc(NC(=S)NNC(=O)c2ccncc2)cc1	1.0	12.6	-6.3	1.73	-20.4	6.2	-12.5	-11.9	-1.9
CCN(CC)CCCNC(=S)N(Cc1cccs1)Cc1cc2cc3c(cc2[nH]c1=O)OCCO3	0.1	4.4	-118.4	1.57	11.8	-2.7	-6.3	-14.9	3.3
Cc1ccc(N2CCN(CCCCN3C(=O)C4CCCN4C3=O)CC2)cc1 (stereo unspecified)	-0.5	15.0	-7.9	-0.959	-14.7	8.7	9.0	-15.8	-4.3
O=C(Nc1cccc(O)c1)c1cc(S(=O)(=O)N2CCCC2)ccc1Cl	-1.6	16.1	-19.2	-0.672	-0.4	3.4	12.5	-13.3[20 µM]	4.3
COc1cccc(C2C(C(=O)NCc3ccccc3)=C(C)Nc3ncnn32)c1 (stereo unspecified)	1.0	21.1	18.0	-0.0106	-11.3	-0.1	-2.1	-23.3	3.9
